# LMPTP inh: LMPTP phosphatase inhibitors, primary screen, biochemical, fluorescence intensity, uHTS | recombinant LMPTP-A, OMFP fluorogenic substrate | inhibition, % at 20 µM | actives 0.22% (n = 360,000);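 active means compounds that cut the enzyme signal by at least half of the control window in the single-dose screen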;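 further: plate controls were DMSO wells with enzyme plus substrate for no effect and substrate without enzyme for full effect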
#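 material = LMPTP-A | quantity = 0.625 nM enzyme | reagent = OMFP substrate, 400 µM final | buffer or medium = Bis-Tris pH 6.0, DTT, detergent | detection = endpoint fluorescence intensity from OMFP dephosphorylation | dosing = single 20 µM dose | read-out basis = % inhibition relative to no-enzyme and uninhibited control wells | control set = no-enzyme and uninhibited controls | timing = 50 min at room temperature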
# STEP block: STEP phosphatase inhibitors, primary screen, biochemical, fluorescence intensity, uHTS; recombinant STEP, OMFP fluorogenic substrate; actives 0.25% (n = 360,000); Tyrosine-protein phosphatase non-receptor type 5 (Homo sapiens), P54829; inhibition, % at 20 µM;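 active means inhibition at 20 µM, scaled per plate between control wells, above about 37%, limit read from the data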;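 further: 0% = DMSO with enzyme and substrate and 100% = substrate only without enzyme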
#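 Material: STEP (striatal-enriched tyrosine phosphatase) enzyme, cell-free; Compound dosing: 20 µM single dose in 1% DMSO; Technique: fluorescence read at 480 nm ex / 540 nm em; Times: reaction 20 min, ambient temperature; Medium: 50 mM Bis-Tris pH 6.0 with 2.5 mM DTT and 0.005% Tween 20; Also added: OMFP at 25 µM.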
# eLon inh: inhibitors of E. coli Lon protease, primary screen, biochemical, fluorescence polarization | P0A9M0 | purified E. coli Lon protease | inhibition, % at 7.94 µM | actives 0.42% (n = 360,000) | AID 602123, 2011; in the data active means inhibition above about 13%, passing the limit was not always enough;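 further: 0% = enzyme with probe and DMSO and 100% = no enzyme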
# DNMT1 inh: human DNMT1 methyltransferase inhibitors, primary screen, biochemical, molecular beacon, fluorescence, HinP1I cleavage, uHTS | actives 0.83% (n = 360,000) | DNA (cytosine-5)-methyltransferase 1 (Homo sapiens), P26358 | inhibition (reported as % activation of signal), % at 10 µM; in the data active means inhibition above about 50%
# Tb MetRS inh: T. brucei MetRS inhibitors, primary screen, biochemical, luminescence | methionyl-tRNA synthetase (Trypanosoma brucei brucei) | purified T. brucei MetRS, ATP depletion, Kinase-Glo luminescence | inhibition, % at 11.9 µM | actives 0.4% (n = 360,000);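 active means inhibition above a per-plate cutoff of the control wells' mean inhibition plus 3 SD, cut at about 5.5% in these data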;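 further: 0% = DMSO wells median and 100% = median of wells with control inhibitor compound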
#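 Dosing: 11.9 µM compound single dose, 0.9% DMSO; Assay system: purified T. brucei MetRS enzyme; Measured by: Kinase-Glo luciferase luminescence reporting remaining unconsumed ATP; Schedule: 15 min plus 2 h at 25 °C.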
# SUMO1 PPI mod: modulators of SUMO1 protein-protein interactions, primary screen, biochemical, uHTS; actives 0.33% (n = 360,000); inhibition, % at 20 µM; SUMO1 binding to a labelled peptide, TR-FRET, 1 h; Small ubiquitin-related modifier 1 (Homo sapiens), P63165; in the data active means inhibition above about 37%
# MsrA inhibitor: bovine MsrA enzyme inhibitors, primary screen, biochemical, absorbance, HTS; Methionine sulfoxide reductase A (Bos taurus); actives 0.75% (n = 360,000); purified bovine MsrA, absorbance read-out; inhibition, % at 15.5 µM; in the data active means inhibition above about 4.5%;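 further: 0% = vehicle wells with enzyme and 100% = reference inhibitor wells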
# CendR NRP1 mod: modulators of CendR peptide binding to NRP-1, primary screen, biochemical, fluorescence polarization, uHTS | actives 0.85% (n = 360,000) | FAM-RPARPAR peptide binding to NRP-1 | AID 602438, 2012 | inhibition, % at 25 µM | Neuropilin-1 (Homo sapiens), O14786;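 active means inhibition or corrected inhibition above about 18%, plus a signal ratio from 0.5 to 1.5, limit read from the data, passing the limit was not always enough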; further: strong numbers were not always called active
# Target sequence (O14786 whole entry, looked up): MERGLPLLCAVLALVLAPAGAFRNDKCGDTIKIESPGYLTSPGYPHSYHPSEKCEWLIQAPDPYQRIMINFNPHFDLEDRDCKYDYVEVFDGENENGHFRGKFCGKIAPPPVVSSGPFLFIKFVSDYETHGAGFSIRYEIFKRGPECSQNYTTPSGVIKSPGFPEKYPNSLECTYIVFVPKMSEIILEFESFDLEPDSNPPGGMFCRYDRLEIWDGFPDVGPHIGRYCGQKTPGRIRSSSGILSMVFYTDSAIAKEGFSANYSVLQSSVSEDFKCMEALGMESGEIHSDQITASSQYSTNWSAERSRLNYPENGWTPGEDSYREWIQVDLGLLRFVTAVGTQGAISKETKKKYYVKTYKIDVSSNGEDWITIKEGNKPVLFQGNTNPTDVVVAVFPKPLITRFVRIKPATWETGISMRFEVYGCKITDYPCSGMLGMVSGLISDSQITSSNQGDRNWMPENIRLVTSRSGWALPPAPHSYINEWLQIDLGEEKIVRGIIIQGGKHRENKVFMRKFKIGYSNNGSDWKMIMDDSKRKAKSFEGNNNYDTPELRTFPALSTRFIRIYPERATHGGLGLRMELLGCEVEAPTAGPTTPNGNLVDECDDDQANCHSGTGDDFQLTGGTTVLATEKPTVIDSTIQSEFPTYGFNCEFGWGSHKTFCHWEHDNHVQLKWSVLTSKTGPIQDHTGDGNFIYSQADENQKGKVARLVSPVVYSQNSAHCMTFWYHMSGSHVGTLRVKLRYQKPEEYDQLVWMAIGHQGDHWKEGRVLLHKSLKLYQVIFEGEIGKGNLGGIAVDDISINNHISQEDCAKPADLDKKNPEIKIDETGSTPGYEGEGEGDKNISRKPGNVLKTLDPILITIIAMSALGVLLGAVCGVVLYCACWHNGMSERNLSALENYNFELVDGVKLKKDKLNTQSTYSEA
# bovine MsrA act: bovine MsrA enzyme activators, primary screen, biochemical, absorbance, HTS. Methionine sulfoxide reductase A (Bos taurus). purified bovine MsrA, absorbance read-out. activation, % at 10.6 µM. actives 0.3% (n = 360,000). AID 602163, 2012; in the data active means activation above about 7.5%;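 further: 0% = vehicle and 100% = reference activator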
# Scp-1 inhibitor: Scp-1 phosphatase inhibitors, primary screen, biochemical, colorimetric, uHTS | Carboxy-terminal domain RNA polymerase II polypeptide A small phosphatase 1 (Homo … | Recombinant Scp1, phosphopeptide, malachite green phosphate absorbance | inhibition, % at 20 µM | actives 0.88% (n = 340,000);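 active means inhibition above about 50% at 20 µM, limit read from the data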;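 further: plate controls were DMSO wells with enzyme for no effect and wells lacking enzyme for full effect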
# Target sequence (Q9GZU7 76-261 limits assumed): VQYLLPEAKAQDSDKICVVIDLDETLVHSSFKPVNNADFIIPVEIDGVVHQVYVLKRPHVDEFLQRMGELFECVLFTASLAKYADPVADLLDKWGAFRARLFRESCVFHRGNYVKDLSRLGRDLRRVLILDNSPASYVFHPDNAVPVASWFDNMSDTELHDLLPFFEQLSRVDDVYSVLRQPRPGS
#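 Assay system: SCP-1 catalytic fragment, aa 76-261 | Buffer or medium: Tris acetate buffer pH 5.5 with MgCl2 and Tween-20 | Compound: One concentration, 20 µM, with 1.0% DMSO | Also added: Phospho 17-mer peptide substrate | Signal: Absorbance at 630 nm | Incubation: 45 min enzyme reaction at room temperature | Measure: % inhibition of SCP-1 phosphate liberation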
# An asterisk follows results filed as active; · = not tested or not shown.
SMILES,LMPTP inh,STEP block,eLon inh,DNMT1 inh,Tb MetRS inh,SUMO1 PPI mod,MsrA inhibitor,CendR NRP1 mod,bovine MsrA act,Scp-1 inhibitor
CCOC(=O)c1c(C)[nH]c(C(=O)CSc2nnc(-c3cccs3)n2Cc2ccccc2)c1C,1.5,-1,7,40,-0.7,1,-1.1,-5,-1,-4
CCOCCn1[nH]c2ccccc2c1=O,-1.5,-2,-3,-4,-0.3,2,-0.2,9,-3,0
N#C/C(=C\c1c(N2CCN(c3ccccc3)CC2)nc2ccccn2c1=O)S(=O)(=O)c1ccccc1,1.8,0,-5,-3,-0.3,-9,0.5,-3,0,-6
CCn1ccc(C(=O)NC2CCCC2)n1,-0.4,-2,0,1,-0.1,-1,0.1,14,-4,-13
CCn1nc(C)c(/C=N/NC(=S)Nc2ccc(Cl)cc2Cl)c1C,1.2,2,1,31,0.8,3,2.2,-7,0,-1
O=C(Cn1c(=O)c2c(ncn2C2CCCC2)n(Cc2ccccc2)c1=O)N1CCc2ccccc21,2.7,4,-5,-4,0.4,-2,-1.4,29*,0,-14
Cc1cccc(NC(=O)CCN2C(=O)c3ccccc3S2(=O)=O)c1C,-1.4,-1,-1,7,-0.9,1,·,-6,-5,-12
O=C(COC(=O)CCCC1=NS(=O)(=O)c2ccccc2N1)Nc1ccc(Br)cc1,0.1,-5,9,-1,1.6,-8,-0.9,0,-13,51*
CC(C)C(=O)NC(=S)Nc1ccccc1F,0.9,-1,-2,-1,-0.3,1,2.0,-2,-2,-3
COc1ccc2[nH]c(=O)c(CN(C(=O)c3cccnc3)c3ccc(C)cc3)cc2c1,-1.4,1,3,-9,-0.7,0,1.7,-1,0,-7
CN1C(C(=O)Nc2cccc(O)c2)=CC(c2ccco2)=NS1(=O)=O,0.1,-1,3,0,-0.1,-37,3.1,-4,-1,-8
COC(=O)CN(c1cccc(F)c1)S(C)(=O)=O,-2.0,4,-3,-3,-0.5,5,0.7,-10,-4,-9
Cc1cc(C)cc(C(O)c2ncc(-c3cccc(F)c3)[nH]2)c1 (stereo unspecified),-1.2,2,-7,2,0.2,6,-1.1,-4,-1,·
COc1cnn(-c2cccc(C)c2)c(=O)c1Cl,-0.9,-5,3,4,-0.1,-4,-1.4,9,-1,-4
Nc1nc(-c2ccco2)nn1C(=O)c1ccccc1Cl,-1.5,0,0,0,-0.6,6,-0.9,-3,-2,1
O=C(N/N=C\c1c(O)ccc2ccccc12)c1ccc(O)cc1,3.6,-1,-21,-4,-0.5,0,0.9,-9,-3,0
C/C(=N\NC(=O)COc1ccc(C(C)(C)C)cc1)c1ccc(-n2ccnc2)cc1,0.4,1,1,-3,-0.2,0,-0.8,0,-2,-10
CC1CCc2sc3ncnc(N4CCN(C)CC4)c3c2C1 (stereo unspecified),-2.5,-2,-6,-1,0.2,2,0.4,9,-1,-16
COc1ccc(CC(=O)Nc2cc(S(=O)(=O)N3CCOCC3)ccc2N2CCOCC2)cc1,0.4,0,0,-3,0.4,-2,-1.5,-7,1,13
C=CCSc1nc(N(CC)CC)c2sccc2n1,6.6,5,-6,-5,-0.3,5,-0.3,15,-1,-2
CC1(C)CC2(CCCN(C(=S)Nc3ccccc3)C2)CCO1 (stereo unspecified),0.4,1,-4,12,2.4,-2,0.6,-1,-1,7
COc1cccc(/C=N/n2nnnc2N)c1OCC#N,-2.4,0,0,0,-0.3,-6,-0.3,-10,-1,-5
COc1ccc(NC(=O)CN2CCOCC2)cc1S(=O)(=O)N1CCCCC1,-1.4,-3,-4,8,-0.1,-5,0.2,0,0,-4
c1ccc(Nc2nc(N3CCOCC3)c3ccccc3n2)cc1,8.6,2,-5,-6,1.4,-1,1.2,7,-2,-10
COc1ccc(CN(N=O)C2CC(=O)N(c3ccc(OC)cc3)C2=O)cc1 (stereo unspecified),-0.8,-5,-3,-2,0.4,-4,-1.1,4,-2,-3
CC(C)OP(=O)(OC(C)C)C1(O)C(=O)Nc2ccc(Br)cc21 (stereo unspecified),-2.1,2,-6,2,-0.1,0,-0.1,3,-8,1
Cc1ccc(CNC(=O)CC(C)S(=O)(=O)c2ccc3c(c2)NC(=O)CO3)cc1 (stereo unspecified),0.0,-3,1,0,0.1,1,0.6,12,-3,-4
C/C=C(\C)CN1CCC(n2nccc2NC(=O)CCc2ccccc2)CC1,-1.5,-1,-9,0,-0.3,3,-0.6,-15,-5,5
CCN(CC)c1ccc(NS(=O)(=O)c2cn(C)c(=O)n(C)c2=O)c(C)c1,-1.9,-4,-10,1,-0.5,-3,-0.2,-19,-3,-9
Cc1ccc(S(=O)(=O)N2CCOCC2)cc1C(=O)N1CCN(c2ccc(C(F)(F)F)cn2)CC1,3.1,2,0,8,-0.2,1,0.9,6,-2,20
CN1CCN(C(CNC(=O)Nc2ccc(Cl)cc2)c2ccc(F)cc2)CC1 (stereo unspecified),-0.2,-2,-6,2,28*,-4,0.8,15,0,-5
CC1=C(C)CC(C(=O)Nc2ccc3c(c2)OCO3)C(C(=O)O)C1 (stereo unspecified),1.2,2,2,-1,-0.7,0,0.4,0,-2,5
CC(=O)Nc1ccc(C(=O)Nc2cc(C(F)(F)F)ccc2-n2cnc3ccccc32)cc1,0.1,0,4,1,-1.0,-3,-1.1,4,-13,2
CCOc1ccc(N(CC(=O)NCC2CCCO2)C(=O)CCC(=O)Nc2ccccn2)cc1 (stereo unspecified),-0.3,-8,9,-1,-0.2,-2,0.1,18,-3,-2
O=C(c1cccc(S(=O)(=O)N2CCCC2)c1)N1CCN(c2ccccc2F)CC1,-1.7,0,-3,-1,-0.8,-4,-0.5,8,-3,-3
CC(C)(CNS(=O)(=O)c1ccc2c(c1)OCCO2)N1CCOCC1,-0.4,2,8,-2,0.1,7,-0.5,0,-2,-6
C/C(N)=C(/C#N)C(=O)CSc1nnnn1-c1ccc(C)cc1,-1.1,-6,-8,-3,-0.1,6,0.7,-3,-4,2
CCC(C)c1ccccc1N1CC(C(=O)Nc2ccc(C)c(S(=O)(=O)N3CCOCC3)c2)CC1=O (stereo unspecified),0.4,-2,-8,-4,-0.3,-5,0.1,5,-1,-11
COc1ccc(-n2nc(C(=O)NCC(=O)NCCCN3CCC(C)CC3)c3ccccc3c2=O)cc1Cl,-0.2,-2,-3,2,-0.4,-25,0.5,-4,0,-5
Cc1ccc(-c2csc(Cc3nc(-c4cc5ccccc5oc4=O)cs3)n2)cc1,2.8,1,-3,0,-1.6,-4,0.4,3,-5,2
CCCCCCN1C[C@H](n2cc(COC(=O)c3ccccc3)nn2)[C@@H](O)C[C@@H]1c1ccccc1,1.1,1,-4,-6,-0.6,3,0.1,-3,3,·
CCOc1ccc(N2CC(C(=O)Nc3cc(OCC)c(N4CCOCC4)cc3OCC)CC2=O)cc1 (stereo unspecified),0.7,2,-1,5,-0.9,1,-0.8,0,-9,15
COc1cc(C(=O)NCCCC2CCCC2)ccc1OC1CCN(C(C)=O)CC1,-2.0,0,-3,3,-0.2,2,-0.3,9,-3,-4
COc1ccccc1NS(=O)(=O)c1cc(C(=O)NCCN2CCOCC2)ccc1Cl,-8.7,-3,3,0,-0.6,-1,-0.4,-3,-1,-6
O=C(CSc1nc2ccccc2s1)NNC(=S)Nc1ccc(Br)cc1,0.0,-1,-3,-1,0.0,6,0.9,-12,1,-9
COc1ccc(C(=O)c2cccc(C(=O)c3ccc(OC)c(C)c3)c2)cc1C,3.6,7,6,-2,-0.3,4,0.3,6,-1,-18
Brc1ccc2c(c1)OCCOCCOc1cc(Br)ccc1OCCOCCOCCO2,4.1,2,4,-6,-0.2,-9,·,-7,1,-20
COc1ccc(/C=N/NC(=O)c2ccccc2O)cc1CN1CCOCC1,0.1,0,-8,1,-0.1,-6,3.7,6,-5,-13
CCOC(=O)c1c(C)[nH]c(C(=O)OCC(=O)NC2(C#N)CCCCC2)c1C,1.8,0,-11,-1,-0.3,0,-0.1,0,-5,0
O=C(Nc1cc2c3c(c1)CC(=O)N3CCC2)C1CCCCC1,-0.8,1,-7,0,-0.3,4,0.1,2,1,-5
# (cont.)
SMILES,LMPTP inh,STEP block,eLon inh,DNMT1 inh,Tb MetRS inh,SUMO1 PPI mod,MsrA inhibitor,CendR NRP1 mod,bovine MsrA act,Scp-1 inhibitor
Cc1ccc(S(=O)(=O)N2CCN(C(=O)c3ccco3)CC2)cc1,1.0,1,2,1,-0.3,-2,-0.3,4,-1,-5
COc1ccccc1C(=O)Nc1ccc(S(=O)(=O)N2CCN(C)CC2)cc1,-1.7,-1,2,0,0.0,0,-0.1,7,-2,-4
CC(C)CCOc1ccc(C2(C)NC(=O)NC2=O)cc1 (stereo unspecified),-1.1,0,-12,1,-1.1,4,1.0,-11,-3,-6
O=c1c2cccc3c2c(nn1CN1CCOCC1)-c1ccccc1-3,-0.3,2,5,13,-0.1,-24,·,-1,1,-6

# Compound profiles (already shown). Screens in order: LMPTP inh | STEP block | eLon inh | DNMT1 inh | Tb MetRS inh | SUMO1 PPI mod | MsrA inhibitor | CendR NRP1 mod | bovine MsrA act | Scp-1 inhibitor
# COC(=O)CN(c1cccc(F)c1)S(C)(=O)=O in the list: -2.0 | 4 | -3 | -3 | -0.5 | 5 | 0.7 | -10 | -4 | -9
# CCn1ccc(C(=O)NC2CCCC2)n1 in the list: -0.4 | -2 | 0 | 1 | -0.1 | -1 | 0.1 | 14 | -4 | -13

# Reprinted at random: 4 compounds from above.
SMILES,LMPTP inh,STEP block,eLon inh,DNMT1 inh,Tb MetRS inh,SUMO1 PPI mod,MsrA inhibitor,CendR NRP1 mod,bovine MsrA act,Scp-1 inhibitor
COc1cccc(/C=N/n2nnnc2N)c1OCC#N,-2.4,0,0,0,-0.3,-6,-0.3,-10,-1,-5
CC1=C(C)CC(C(=O)Nc2ccc3c(c2)OCO3)C(C(=O)O)C1 (stereo unspecified),1.2,2,2,-1,-0.7,0,0.4,0,-2,5
CC1(C)CC2(CCCN(C(=S)Nc3ccccc3)C2)CCO1 (stereo unspecified),0.4,1,-4,12,2.4,-2,0.6,-1,-1,7
CCCCCCN1C[C@H](n2cc(COC(=O)c3ccccc3)nn2)[C@@H](O)C[C@@H]1c1ccccc1,1.1,1,-4,-6,-0.6,3,0.1,-3,3,·
